Screens as filed in PubChem.
NSD2 inh – inhibitors of human histone methyltransferase NSD2 | inhibition, % at 12.5 µM | O96028 | 0.54% of 310,000 active | NSD2 peptide methylation, AlphaScreen, 120 min; in the data active = inhibition above about 50%
CAL PDZ FP-1 – CAL PDZ (human) peptide binding inhibition; 0.92% of 300,000 active; Q9HD26; AID 602252; inhibition, % at 24.9 µM; purified CAL PDZ, TMR-peptide fluorescence polarization, 1 h;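 active = mean inhibition of at least 30% with at least half of replicates also reaching 30%; inconclusive = no clear call, values can overlap the other calls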;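 note: 0% = DMSO neutral control and 100% = excess unlabeled competitor peptide PRC23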
MITF TRPM1 HTS – MITF TRPM1 promoter activation in melanoma cells; SK-MEL-5 TRPM1-promoter luciferase, 24 h; % of positive control, neutral wells = 0; activation, % at 12.5 µM; 0.75% of 300,000 active;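 active = mean activation of at least 80% with every replicate also reaching 80%; inconclusive = mean reaches 80% but some replicate falls short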;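 note: 0% = neutral control wells and 100% = parthenolide positive control wells; values of inactives mirror those of a sister screen read the other way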
PfHsp90 set2 – reduces growth (ATP signal) of yeast expressing P. falciparum Hsp90 | S. cerevisiae expressing PfHsp90, BacTiter-Glo ATP, 48 h; yeast lacking PDR1 and PDR3 efflux regulators | inhibition, % at 9.4 µM | 0.32% of 310,000 active | AID 504621;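 active = every replicate shows inhibition above about 80%, whatever the replicate mean, limit read from the data; inconclusive = mean inhibition reaches the set limit but some replicate falls short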;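 note: 0% = DMSO neutral controls and 100% = 20 µM radicicol positive controls; yeast relying on Plasmodium falciparum Hsp90 in place of its own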
CAL PDZ FP-2 – human CAL PDZ-peptide interaction inhibition. 0.02% of 330,000 active. AID 504414. inhibition, % at 20 µM. Q9HD26. purified CAL PDZ, TMR-peptide fluorescence polarization, 1 h;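 active = highest replicate inhibition of at least 40%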;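 note: plate controls were DMSO neutral control wells for no effect and unlabeled competitor peptide control wells for full effect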
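System: tagged CAL PDZ domain. Schedule: 1 h room-temperature incubation prior to read. Signal: fluorescence polarization (mP). Measure: percent inhibition from loss of millipolarization.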
PvdQ acylase – blocks Pseudomonas aeruginosa PvdQ acylase activity. purified PvdQ acylase, fluorescence plate reader. inhibition, % at 10 µM. 0.063% of 340,000 active; in the data active = inhibition above about 30%, passing the limit was not always enough; inconclusive = no clear call, values can overlap the other calls;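 note: 0% = vehicle neutral wells and 100% = reference inhibitor wells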
dFosB act – mouse delta FosB homodimer activation | 0.99% of 340,000 active | purified delta FosB, TAMRA-CDK5 oligo fluorescence polarization; percent of positive-control signal above neutral wells | activation, % at 25 µM | AID 493131;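 active = mean activation above about 17%, with every replicate also reaching it, limit read from the data, passing the limit was not always enough; inconclusive = only one of the two conditions met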;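 note: fluorescence polarization rise as delta FosB binds a TAMRA Cdk5 AP-1 oligo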
Target sequence (P13346 whole entry, looked up): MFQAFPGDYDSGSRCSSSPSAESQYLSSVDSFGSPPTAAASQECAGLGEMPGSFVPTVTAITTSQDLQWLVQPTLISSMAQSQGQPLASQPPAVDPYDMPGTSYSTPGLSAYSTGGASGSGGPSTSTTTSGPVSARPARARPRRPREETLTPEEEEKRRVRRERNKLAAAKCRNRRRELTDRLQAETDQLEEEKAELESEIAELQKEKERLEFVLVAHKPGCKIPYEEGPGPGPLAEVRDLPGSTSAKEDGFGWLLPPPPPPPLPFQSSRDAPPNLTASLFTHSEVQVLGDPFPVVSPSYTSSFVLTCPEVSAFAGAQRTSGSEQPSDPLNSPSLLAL
Rtt109 Vps75 – inhibitors of Candida albicans Rtt109/Vps75 histone acetyltransferase. inhibition, % at 34.9 µM. AID 540336. purified Rtt109/Vps75, ThioGlo CoA-SH fluorescence, 4 h. 0.16% of 330,000 active;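 active = inhibition of at least 50% in every replicate; inconclusive = best replicate reaches 50% inhibition but some replicates fall short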
SR-BI HDL uptake – blocks mouse SR-BI lipid uptake from DiI-HDL. Q61009. ldlA[mSR-BI] CHO cells, DiI-HDL uptake fluorescence, 3 h. inhibition, % at 12.5 µM. 0.96% of 320,000 active;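 active = mean replicate inhibition of at least 70% and a set share of replicates each scoring 70 or more; inconclusive = meets just one of the two criteria; inactive = fails both criteria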;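 note: 0% = median of neutral control wells and 100% = median of positive control wells; values of inactives mirror those of a sister screen read the other way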
Target sequence (Q61009 whole entry, looked up): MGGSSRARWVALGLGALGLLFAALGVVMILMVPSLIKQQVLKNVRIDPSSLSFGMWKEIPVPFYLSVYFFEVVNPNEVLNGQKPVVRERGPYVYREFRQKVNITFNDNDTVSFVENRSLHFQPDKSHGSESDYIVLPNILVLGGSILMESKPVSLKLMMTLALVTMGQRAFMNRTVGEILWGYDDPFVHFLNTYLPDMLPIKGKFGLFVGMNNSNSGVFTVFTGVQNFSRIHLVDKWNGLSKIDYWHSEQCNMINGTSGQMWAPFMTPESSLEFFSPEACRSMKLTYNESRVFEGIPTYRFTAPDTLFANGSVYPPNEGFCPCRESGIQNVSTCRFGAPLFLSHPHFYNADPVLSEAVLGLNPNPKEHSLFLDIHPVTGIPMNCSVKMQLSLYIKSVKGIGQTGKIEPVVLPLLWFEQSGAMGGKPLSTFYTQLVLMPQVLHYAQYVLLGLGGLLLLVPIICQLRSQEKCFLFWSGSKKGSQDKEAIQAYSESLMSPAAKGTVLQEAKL
SR-BI uptake up – SR-BI HDL lipid transfer activation; CHO ldlA[mSR-BI] cells, DiI-HDL uptake fluorescence, 3 h; 100 = double the neutral-control signal; activation, % at 12.5 µM; AID 504775; 0.096% of 320,000 active;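 active = mean replicate activation of at least 60% and every replicate at or above 60%; inconclusive = mean or all-replicate condition met, but not both; inactive = mean below 60% and not all replicates reaching 60%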;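 note: 0% = median plate neutral-control signal and 100% = twice that signal; values of inactives mirror those of a sister screen read the other way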
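System: LDL receptor-deficient CHO ldlA cells overexpressing murine SR-BI | Timing: 3 h uptake period with compound, 37 °C | Medium: HEPES-buffered (25 mM, pH 7.4) F12 plus 0.5% BSA | Dosing: Single-point compound dose | Signal: Bottom-read fluorescence, 550/595 nm | Read-out: Retained DiI signal reflecting DiI-HDL uptake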
Active calls of the source: *.

What do the screens show for `Cc1ccccc1NC(=O)COc1nsnc1N1CCOCC1`?
NSD2 inh: -2; CAL PDZ FP-1: 3; CAL PDZ FP-2: -0.7; PvdQ acylase: -8; dFosB act: 1; Rtt109 Vps75: 8; SR-BI HDL uptake: 13; SR-BI uptake up: -13

Results for O=S1(=O)c2ccc(Br)cc2N2CC[C@H](C2)N1Cc1ccc(Cl)cc1 ?
CAL PDZ FP-1: -2; MITF TRPM1 HTS: -27; PfHsp90 set2: -41; CAL PDZ FP-2: 0.0; PvdQ acylase: -10; dFosB act: -17; Rtt109 Vps75: -3; SR-BI HDL uptake: inconclusive; SR-BI uptake up: -70

Results for COc1ccc2[nH]cc(CCNC(=O)c3ccco3)c2c1 ?
CAL PDZ FP-1: -2; MITF TRPM1 HTS: 19; PfHsp90 set2: -6; CAL PDZ FP-2: -0.5; PvdQ acylase: -8; dFosB act: 2; Rtt109 Vps75: 18; SR-BI HDL uptake: 2; SR-BI uptake up: -2

Results for CCOC(=O)c1c(C)cc(C)[nH]c1=O ?
NSD2 inh: 0; CAL PDZ FP-1: 0; MITF TRPM1 HTS: 4; PfHsp90 set2: 6; CAL PDZ FP-2: 0.2; PvdQ acylase: 2; dFosB act: 2; Rtt109 Vps75: -3; SR-BI HDL uptake: -9; SR-BI uptake up: 9

How did C/C(=N\Nc1ccc([N+](=O)[O-])cc1)c1ccc(-n2nncc2C)cc1 do in these assays?
NSD2 inh: -2; CAL PDZ FP-1: -6; MITF TRPM1 HTS: 6; PfHsp90 set2: 11; CAL PDZ FP-2: 1.5; PvdQ acylase: 1; dFosB act: 5; Rtt109 Vps75: -13; SR-BI HDL uptake: 44; SR-BI uptake up: -44

Results for CCn1c(COc2cccc(C)c2)nc2ccccc21 ?
NSD2 inh: -1; CAL PDZ FP-1: 2; MITF TRPM1 HTS: 26; PfHsp90 set2: -7; CAL PDZ FP-2: -1.6; PvdQ acylase: 7; dFosB act: -6; Rtt109 Vps75: -6; SR-BI HDL uptake: 8; SR-BI uptake up: -8

How did COc1ccc(NC(=O)Nc2cccc(Cl)c2Cl)c(OC)n1 do in these assays?
NSD2 inh: -1; MITF TRPM1 HTS: 13; PfHsp90 set2: -4; CAL PDZ FP-2: -0.5; PvdQ acylase: -5; dFosB act: 10; Rtt109 Vps75: -4; SR-BI HDL uptake: 63; SR-BI uptake up: -63

What do the screens show for `Cc1cc(NC(=O)c2ccc(Br)o2)ccc1NC(=O)c1ccco1`?
NSD2 inh: -2; CAL PDZ FP-1: -4; MITF TRPM1 HTS: 23; PfHsp90 set2: 50; CAL PDZ FP-2: -1.6; PvdQ acylase: -13; dFosB act: -3; Rtt109 Vps75: -6; SR-BI HDL uptake: 7; SR-BI uptake up: -7

How did C=C(c1ccc(OC)cc1)c1ccc(OC)cc1 do in these assays?
NSD2 inh: 0; CAL PDZ FP-1: 0; MITF TRPM1 HTS: 38; PfHsp90 set2: -19; CAL PDZ FP-2: -0.4; PvdQ acylase: -9; dFosB act: -4; Rtt109 Vps75: 0; SR-BI HDL uptake: 0; SR-BI uptake up: 0

Results for CCSc1nnc(NC(=O)c2cccs2)s1 ?
NSD2 inh: -3; CAL PDZ FP-1: 11; MITF TRPM1 HTS: 51; PfHsp90 set2: 18; CAL PDZ FP-2: -0.9; PvdQ acylase: -2; dFosB act: 4; Rtt109 Vps75: -6; SR-BI HDL uptake: 15; SR-BI uptake up: -15

How did O=C(c1ccccn1)N1N=C2/C(=C/c3ccccc3)CCCC2C1c1ccccc1 (configuration not stated) do in these assays?
NSD2 inh: 4; CAL PDZ FP-1: 5; MITF TRPM1 HTS: -2; PfHsp90 set2: 3; CAL PDZ FP-2: -1.8; PvdQ acylase: -6; dFosB act: -10; Rtt109 Vps75: 0; SR-BI HDL uptake: 4; SR-BI uptake up: -4

What do the screens show for `COc1ccc(OC)c(-c2csc(NC(=O)COC(=O)c3ccc(NC(=O)CC#N)cc3)n2)c1`?
CAL PDZ FP-1: 9; PfHsp90 set2: -27; CAL PDZ FP-2: -0.9; PvdQ acylase: -4; dFosB act: -11; Rtt109 Vps75: 7; SR-BI HDL uptake: 63; SR-BI uptake up: -63

What do the screens show for `COC(=O)c1ccccc1Oc1ccc(NC(=O)CCCl)cc1`?
NSD2 inh: -5; CAL PDZ FP-1: -2; MITF TRPM1 HTS: -7; PfHsp90 set2: -6; CAL PDZ FP-2: -0.8; PvdQ acylase: -1; dFosB act: -3; Rtt109 Vps75: 11; SR-BI HDL uptake: 27; SR-BI uptake up: -27

Results for COc1ccc(-n2c(O)c(C=Nc3ccccc3)c3ccccc3c2=O)cc1 ?
CAL PDZ FP-1: 1; MITF TRPM1 HTS: 13; PfHsp90 set2: 1; CAL PDZ FP-2: -0.3; PvdQ acylase: 12; dFosB act: -3; Rtt109 Vps75: 3; SR-BI HDL uptake: -4; SR-BI uptake up: 4

Results for Cc1ccc2cc(C(c3nnnn3CC3CCCO3)N3CCCC4(CCCCC4)C3)c(=O)[nH]c2c1 (configuration not stated) ?
NSD2 inh: 2; MITF TRPM1 HTS: -1; PfHsp90 set2: 5; CAL PDZ FP-2: -0.7; PvdQ acylase: 0; dFosB act: -10; Rtt109 Vps75: 17; SR-BI HDL uptake: -12; SR-BI uptake up: 12

How did O=C(N1CCOCC1)N1CCN(c2ccccc2F)CC1 do in these assays?
CAL PDZ FP-1: 3; PfHsp90 set2: -13; CAL PDZ FP-2: -0.3; PvdQ acylase: 15; dFosB act: -4; Rtt109 Vps75: 17; SR-BI HDL uptake: -1; SR-BI uptake up: 1

What do the screens show for `COc1ccc(-c2nn(CCC(=O)O)cc2/C=C2\SC(N)=NC2=O)cc1OC`?
NSD2 inh: 2; CAL PDZ FP-1: -10; MITF TRPM1 HTS: -15; PfHsp90 set2: 15; CAL PDZ FP-2: -3.5; PvdQ acylase: -10; dFosB act: -3; Rtt109 Vps75: 3; SR-BI HDL uptake: -21; SR-BI uptake up: 21

What do the screens show for `COc1cc(CNc2ncn[nH]2)ccc1OCc1cccc(C)c1`?
NSD2 inh: -6; CAL PDZ FP-1: 1; MITF TRPM1 HTS: 72; PfHsp90 set2: -3; CAL PDZ FP-2: -2.0; PvdQ acylase: -12; dFosB act: -12; Rtt109 Vps75: inconclusive

What do the screens show for `COc1ccc(C(=O)Oc2cc(N)n(S(=O)(=O)c3ccc(C)cc3)n2)cc1`?
NSD2 inh: 1; CAL PDZ FP-1: -2; MITF TRPM1 HTS: 10; PfHsp90 set2: 2; CAL PDZ FP-2: -2.8; PvdQ acylase: -14; dFosB act: -12; Rtt109 Vps75: 2; SR-BI HDL uptake: -11; SR-BI uptake up: 11

Results for CCCCC(=O)Nc1ccc(C(=O)OC2CCCCC2)cc1 ?
NSD2 inh: -1; CAL PDZ FP-1: -3; MITF TRPM1 HTS: 13; PfHsp90 set2: -24; PvdQ acylase: -9; dFosB act: -1; Rtt109 Vps75: -1; SR-BI HDL uptake: 20; SR-BI uptake up: -20

Results for Cc1ccc(NC(=O)c2cnccn2)c(C)c1 ?
NSD2 inh: 3; CAL PDZ FP-1: -5; PfHsp90 set2: -12; CAL PDZ FP-2: -0.7; PvdQ acylase: -10; dFosB act: 1; Rtt109 Vps75: 5; SR-BI HDL uptake: -22; SR-BI uptake up: 22

What do the screens show for `COc1ccc(NC(=O)Nc2ccc3c(c2)C(=O)N([C@H](C)CO)C[C@H](C)[C@@H](CN(C)C(=O)Nc2ccc4c(c2)OCO4)O3)cc1`?
CAL PDZ FP-1: -1; MITF TRPM1 HTS: 7; PfHsp90 set2: 4; CAL PDZ FP-2: 0.5; PvdQ acylase: 3; dFosB act: -3; Rtt109 Vps75: 17; SR-BI HDL uptake: 6; SR-BI uptake up: -6

Results for CN(C1CCCCC1)S(=O)(=O)c1cccc(C(=O)Nc2ccccn2)c1 ?
NSD2 inh: 0; CAL PDZ FP-1: -1; MITF TRPM1 HTS: 7; PfHsp90 set2: -8; CAL PDZ FP-2: 0.0; PvdQ acylase: -17; dFosB act: -8; Rtt109 Vps75: -4; SR-BI HDL uptake: -4; SR-BI uptake up: 4

What do the screens show for `Cc1nn(C)c(C)c1S(=O)(=O)N1CCC(C(=O)Nc2ccc3c(c2)OCCO3)CC1`?
CAL PDZ FP-1: 0; MITF TRPM1 HTS: -15; PfHsp90 set2: 4; CAL PDZ FP-2: -0.4; PvdQ acylase: -7; dFosB act: -4; Rtt109 Vps75: -1; SR-BI HDL uptake: -1; SR-BI uptake up: 1

How did O=C(NCCc1ccccc1)C1(c2ccccc2)CC1(Cl)Cl (configuration not stated) do in these assays?
NSD2 inh: -7; CAL PDZ FP-1: 0; CAL PDZ FP-2: -0.7; PvdQ acylase: 1; dFosB act: 9; Rtt109 Vps75: -5; SR-BI HDL uptake: -12; SR-BI uptake up: 12

How did CC(C)CCN1CCC(CN2CCNC(=O)C2=O)CC1 do in these assays?
CAL PDZ FP-1: 6; MITF TRPM1 HTS: 1; PfHsp90 set2: 1; CAL PDZ FP-2: 0.1; PvdQ acylase: -16; dFosB act: 1; Rtt109 Vps75: -5; SR-BI HDL uptake: 39; SR-BI uptake up: -39

Results for CN1CCCNc2nc3ccccc3nc21 ?
NSD2 inh: -9; CAL PDZ FP-1: 5; MITF TRPM1 HTS: 33; PfHsp90 set2: 2; CAL PDZ FP-2: 0.5; PvdQ acylase: -5; dFosB act: 5; Rtt109 Vps75: -44; SR-BI HDL uptake: 13; SR-BI uptake up: -13

Results for CN(CCc1ccccc1)C(=O)c1cccc(NC(=O)Cc2cccc(NC(=O)C3CCN(C(=O)C4CCCCC4)CC3)c2)c1 ?
CAL PDZ FP-1: -4; MITF TRPM1 HTS: -1; PfHsp90 set2: 6; CAL PDZ FP-2: 0.7; PvdQ acylase: 0; dFosB act: -17; Rtt109 Vps75: 1; SR-BI HDL uptake: 2; SR-BI uptake up: -2
